Pf growth 48h = inhibits P. falciparum growth in the first generation, 48 h. P. falciparum luciferase growth in erythrocytes, 48 h. Potency, µM (doses to about 28.7 µM), without a hit: at the top dose activity change, negative = inhibition, usual class: inhibitors. 5.9% of 310,000 active; further: potency means the concentration at half of the fitted maximal effect; on the % scale 0 is the no-effect control and ±100 the full control effect
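Here the parasites carry a stable luciferase gene and grow inside erythrocytes in Albumax-based RPMI medium with compound for one erythrocytic cycle. Activity is scored as loss of luminescent signal.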
Giardia FBPA inh = inhibitors of Giardia lamblia fructose-1,6-bisphosphate aldolase | A8B2U2 | purified Giardia FBPA | Potency, µM (titrated, usually from 59.6 µM), without a hit: top-dose activity, negative = inhibition, usual class: inhibitors | 0.71% of 290,000 active | AID 2451; further: potency means the concentration at half of the fitted maximal effect; on the % scale 0 is the no-effect control and ±100 the full control effect; nearly all actives have a fitted effect of over 55% in size
Target sequence (A8B2U2 whole entry, looked up): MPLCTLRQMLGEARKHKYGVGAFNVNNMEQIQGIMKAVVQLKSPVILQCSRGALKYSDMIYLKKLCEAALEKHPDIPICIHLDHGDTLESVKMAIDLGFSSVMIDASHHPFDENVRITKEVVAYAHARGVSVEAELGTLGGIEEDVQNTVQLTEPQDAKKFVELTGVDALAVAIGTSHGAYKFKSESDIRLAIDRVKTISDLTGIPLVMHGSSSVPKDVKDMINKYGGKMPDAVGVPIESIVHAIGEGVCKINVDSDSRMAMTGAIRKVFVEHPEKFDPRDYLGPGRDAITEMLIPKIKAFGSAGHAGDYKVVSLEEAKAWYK
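40 nM FBPA preincubated 10 min at RT with compound (up to 57.5 uM final), then substrate plus GAPDH/TPI/NAD/arsenate coupling and diaphorase/resazurin added. Fluorescence read after 20 min at RT, 525/598 nm.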
HCV inhibitor = inhibitors of hepatitis C virus infection; Huh7.5.1 HCVcc-Cre infection, luciferase reporter, 44 h; Potency, µM (top dose mostly 41.8 µM), for the others: at the highest dose activity change, negative = inhibition, hits mostly inhibitors; 3.4% of 340,000 active; AID 651820; further: potency means the concentration at half of the fitted maximal effect; on the % scale 0 is the no-effect control and ±100 the full control effect
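Whole-lifecycle infectious HCVcc-Cre system; cells 1,000/well, compound then virus (~0.5 moi) added 4 h after plating, 44 h culture. Luciferase read 15 sec following 15 min substrate incubation, room temp.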
Cycloheximide cs = counter-screen for Shiga toxin inhibitors: cycloheximide protein synthesis inhibition; cell reporter, cycloheximide protein synthesis inhibition counterscreen; max response, %; 12% of 300,000 active; AID 2314; in the data active means max response mostly above about 13%, no sharp cut-off; inactive means mostly below about 14%; further: read at 38.3 µM for the half of the compounds with a filed dose; 0% is about no effect
Shiga toxin inh = inhibitors of Shiga toxin in Vero cells. Vero cells, Shiga toxin protein synthesis inhibition reporter. inhibition, % at 38.7 µM. 9.2% of 290,000 active; in the data active means inhibition mostly above about 28%, no sharp cut-off; inactive means mostly below about 43%; further: 0% is about no effect
Pf growth 96h = P. falciparum growth inhibition at 96 hours; P. falciparum luciferase reporter growth, 96 h; Potency, µM (doses to about 28.7 µM), for inactives: at the highest dose activity change, negative = inhibition, most hits filed as inhibitors; 6.9% of 320,000 active; AID 504834; further: potency means the concentration at half of the fitted maximal effect; on the % scale 0 is the no-effect control and ±100 the full control effect
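Two parasite generations (96 h, 37 C, 5% CO2) of compound exposure in infected erythrocytes (0.05% parasitemia, 2% hematocrit). Luciferase-reporter P. falciparum; decreased luminescence indicates inhibited growth, aimed at apicoplast-acting delayed death.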
Numbers without * were called inactive; ? = inconclusive; . = no result given; [ ] = dose if it differs, or a comment. Unless noted, the call rests on the fitted dose curve; in most records, active means well fitted curve in the direction sought with a large enough effect; inconclusive means small, poorly fitted or top-dose-only effect, or another doubt; inactive means no such curve, though single readings can be large; an effect the other way counts as inactive or inconclusive.

SMILES	Pf growth 48h	Giardia FBPA inh	HCV inhibitor	Cycloheximide cs	Shiga toxin inh	Pf growth 96h
Cc1ccc(C(=O)Oc2ccc(C(=S)N3CCOCC3)cc2)cc1	27%	0%	1%	-3	3	-4%
COc1ccc(CSc2nnc(SCc3ccc([N+](=O)[O-])cc3)s2)cc1	-6%	0%	-8%	-3	-21	23%
O=C(Cc1c[nH]c2ccccc12)N/N=C/c1ccc(F)cc1	-7%	3%	9%	-1	-11	40%[activator]
CSc1ccc(CN(C)C(=O)c2cc(Cl)c3c(c2)OCCO3)cc1	-8%	-7%	0%	-1	10	-8%
N#CC(C#N)=C1C=C2C=C(N3CCCCCC3)CCC2CC1 (stereo unspecified)	-19%	-3%	?	-1	-11	?
CC(C)n1c(NCCO)nc2ccccc21	38%[activator]	-6%	4%	-5	-11	?
CC(=O)Nc1cccc(NC(=O)COC(=O)C2CC3CCCC(C2)C3=O)c1 (stereo unspecified)	-7%	.	11%	2	1	?
CCN(CC)S(=O)(=O)c1ccc(Cl)c(C(=O)OC)c1	-10%	2%	13%	5	-3	25%
CCOP(=O)(Oc1ccccc1)c1c([N+](=O)[O-])cc(C(F)(F)F)cc1[N+](=O)[O-] (stereo unspecified)	0%	-4%	6%	-3	-15	2%
O=C(NC1CCCC1)C1CCC(CNS(=O)(=O)c2cccs2)CC1 (stereo unspecified)	?	5%	2%	-6	-11	.
O=C(NC(=S)Nc1ccc2[nH]c(=O)[nH]c2c1)c1cc(Br)ccc1Cl	70%[activator]	.	15%	2	14	26%
COc1ccc(Cl)cc1C(=O)Nc1ccccc1N1CCCCC1	4%[0.00184 µM]	-1%	11µM*	10	22	?
CC(=O)NC(=S)c1c(N)n(Cc2ccccc2)c(=O)n(C)c1=O	?	-24%	-2%	-3	-8	0%
CCC1(CC)C(=O)C2=C3C1[C@H](C(=O)OC)CC(C(=O)OC)C[C@H]3[C@H]1C(=O)N(c3ccccc3)C(=O)[C@H]1[C@H]2C (stereo partly specified)	.	4%	10%	-2	21	.
CCN(CC)C(=O)c1ccc(NC(=O)Nc2ccccc2F)cc1	253%[activator]	3%	2%	16*	40	414%[activator]
CSc1ccccc1NC(=O)Cc1ccccc1[N+](=O)[O-]	0%	6%	0%	4	22	233%[activator]
FC(F)(F)c1cccc(OCc2nnc3n2CCC3)c1	22%	-2%	9%	-7	-6	7%
C/C(=N\O)C(=O)C(CN1CCCCC1)CN1CCCCC1	12%	-2%	7%	-3	9	-10%
COc1ccc(-c2nn(-c3ccccc3C)cc2CNC(C)Cn2cncn2)cc1F (stereo unspecified)	?	-3%	-1%	-1	-7	?
COc1ccc2cc(C(=O)NCc3ccccc3)[nH]c2c1	28%	-7%	-21%	12	31*	53%[activator]
CC1(C)C(c2ccccc2)=NC(c2ccc(Br)cc2)N1O (stereo unspecified)	15%	6%	14%	1	15	?
COC(=O)C1=C(c2ccc3ccccc3c2)C[C@@H]2CC[C@H]1N2C(=O)N1CCC(C)CC1	9.3µM*	.	?	.	.	?
CCCSc1nc(C)c(CC(=O)OCC)c(=O)[nH]1	15%	-10%	17%	-2	-15	-12%
Cc1cc(NC(=O)Nc2c[nH]c(=O)[nH]c2=O)ccc1Br	45%[activator]	-1%	1%	9	-4	41%[activator]

The list goes on; it opens with the seven that closed the last part.
SMILES	Pf growth 48h	Giardia FBPA inh	HCV inhibitor	Cycloheximide cs	Shiga toxin inh	Pf growth 96h
C/C(=N\O)C(=O)C(CN1CCCCC1)CN1CCCCC1	12%	-2%	7%	-3	9	-10%
COc1ccc(-c2nn(-c3ccccc3C)cc2CNC(C)Cn2cncn2)cc1F (stereo unspecified)	?	-3%	-1%	-1	-7	?
COc1ccc2cc(C(=O)NCc3ccccc3)[nH]c2c1	28%	-7%	-21%	12	31*	53%[activator]
CC1(C)C(c2ccccc2)=NC(c2ccc(Br)cc2)N1O (stereo unspecified)	15%	6%	14%	1	15	?
COC(=O)C1=C(c2ccc3ccccc3c2)C[C@@H]2CC[C@H]1N2C(=O)N1CCC(C)CC1	9.3µM*	.	?	.	.	?
CCCSc1nc(C)c(CC(=O)OCC)c(=O)[nH]1	15%	-10%	17%	-2	-15	-12%
Cc1cc(NC(=O)Nc2c[nH]c(=O)[nH]c2=O)ccc1Br	45%[activator]	-1%	1%	9	-4	41%[activator]
CC(C)C(=O)Nc1ccc(-c2nnc(-c3ccccc3)o2)cc1	181%[activator]	16%	-9%	72*	119*	224%[activator]
COc1ccccc1/C=C(\C)C(=O)c1c(C)cc(C)[nH]c1=O	-2%	-2%	11%	-6	-7	2%
CCOC(=O)c1cc2c(ccn2C)n1CC(=O)N(CC)CC	16%	-29%	-6%	-2	7	20%
Cc1cc(C)c(NC(=O)CSc2nnc(Cc3cccn3C)n2-c2ccc(F)cc2)c(C)c1	6%	4%	?	-2	-11	0%
CCOC(=O)c1sc(NC(=O)CN2C(=O)c3cccc4cccc(c34)C2=O)nc1C	41%[activator]	7%	?	-3	-9	226%[activator]
CCOc1ccccc1N1C(=O)CC(=O)NC1=O	23%	-6%	8%	-3	-9	24%
CC(NC(=O)c1ccc(Cl)cc1Cl)C(c1ccccc1)N1CCOCC1 (stereo unspecified)	-12%	0%	13%	7	23	-25%
Cc1ccc(C(=O)N/C(=C\c2cccs2)C(=O)N2CCN(C)CC2)cc1C	3%	.	15%	-1	-33	-8%
Cc1cccc(NC(=S)N2CCN(C(=O)C3CCCO3)CC2)c1 (stereo unspecified)	6%	-7%	7%	-1	15	305%[activator]
Cc1cc(C)nc(OC(C(=O)O)C(OCc2ccccc2)(c2ccccc2)c2ccccc2)n1 (stereo unspecified)	16%	6%	21%	-2	7	9%
COC(=O)c1cc(CSc2nc3ccc(C)cc3[nH]2)oc1C	0%	-24%	?	-1	-9	.
CC1Cc2ccccc2N1C(=O)CN1C(=O)C(=O)N(Cc2ccccc2)C1=O (stereo unspecified)	.	18%	7%	3	3	5%

A second format for 4 compounds above.
Every second line gives: Pf growth 48h, Giardia FBPA inh, HCV inhibitor, Cycloheximide cs, Shiga toxin inh, Pf growth 96h
COc1ccccc1/C=C(\C)C(=O)c1c(C)cc(C)[nH]c1=O
  -2%, -2%, 11%, -6, -7, 2%
CCOc1ccccc1N1C(=O)CC(=O)NC1=O
  23%, -6%, 8%, -3, -9, 24%
CC(C)C(=O)Nc1ccc(-c2nnc(-c3ccccc3)o2)cc1
  181%[activator], 16%, -9%, 72*, 119*, 224%[activator]
CCOC(=O)c1cc2c(ccn2C)n1CC(=O)N(CC)CC
  16%, -29%, -6%, -2, 7, 20%

Next section
SMILES	Pf growth 48h	Giardia FBPA inh	HCV inhibitor	Cycloheximide cs	Shiga toxin inh	Pf growth 96h
Cc1cc(C)c(S(=O)(=O)N2CCN(C(=O)CCOc3ccccc3C)CC2)c(C)c1	13µM*	.	?	.	.	?
CCOC(=O)c1ccc(NC(=O)COc2coc(CN3CCc4ccccc43)cc2=O)cc1	?	.	20%	.	.	11%
CC(C)CCNC(=O)C(c1ccco1)N(Cc1ccc(F)cc1)C(=O)c1snc(C(N)=O)c1N (stereo unspecified)	.	-6%	-4%	-3	-16	22%
CC(C)c1ccccc1N=C1SCCCN1C(=O)c1cccc(N2C(=O)CCC2=O)c1	?	.	17%[8.37 µM]	.	.	?
CCOC(=O)C1(CC)NC(c2ccc(N(C)C)cc2)C2C(=O)N(C)C(=O)C21 (stereo unspecified)	-4%	2%	-45%	-5	15	-3%
CNC(=S)Nc1ccc(C)c(NC(=S)NC)c1	-4%	?	15%	-1	-12	17%
O=C(/C=C/c1ccccc1)NCCc1cnc[nH]1	18%	5%	30%	-3	-14	?
CCOc1ccccc1C1N=C(c2ccc(OC)cc2)CC(c2ccccc2O)N1 (stereo unspecified)	-92%	1%	?	46*	114*	21%
O=C(Nc1cc2c3c(c1)CC(=O)N3CCC2)c1ccc(Br)cc1	?	.	-9%	.	.	?
Clc1ccc2c(c1)CNc1c(ncnc1N1CCOCC1)O2	?	1%	?	12*	-14	?
O=C(/C=C/c1cn(CC(O)CN2CCCCCC2)c2ccccc12)c1cccs1 (stereo unspecified)	12µM*	-2%	?	2	-3	-9%
C=CCn1c(SCC(N)=O)nnc1-c1cccc(Br)c1	10%	-9%	10%	2	-15	14%
O=C(C[n+]1cccc2ccccc21)c1ccccc1	?	-7%	6%	6	26	13µM*
CC(=O)N(C(C)=O)c1nc(-c2ccccc2)cn1/N=C/c1cccc([N+](=O)[O-])c1	?	-10%	26%	-3	-11	?
CCn1cc(C(=O)OCC(=O)Nc2cccc(C)c2)c(=O)c2ccc(C)nc21	7%	-2%	0%	-2	12	21%
COc1cccc(NS(=O)(=O)c2c(C(=O)N3CCCCCC3)c(C)n(C)c2C)c1	-5%	.	1%	-3	-15	-17%
Cc1cccc(C)c1OCc1nnc(NC(=O)CSc2ccc(Cl)cc2)s1	10%	3%	5%	-4	-8	?
CC(C)c1nc2scc(-c3ccc(Cl)cc3)c2c(=O)n1N	-4%	-9%	?	38*	73*	-12%
CCCNC(=O)C1CC(=O)N(c2ccc(OCc3ccc(Cl)cc3)cc2)C1 (stereo unspecified)	179%[activator]	-10%	?	27*	.	10%
CC(C)C(=O)NNC(=O)CSc1nnc(-c2ccccc2)c(-c2ccccc2)n1	0%	1%	0%	2	-8	?
CCOC(=O)c1c(C)oc(NC(=O)CCl)c1C(=O)OCC	22%	-13%	-6%	-4	4	-15%
O=C(N/N=C/c1ccc(O)cc1)c1cccc(C(F)(F)F)c1	20%	3%	5%	7	9	12%
O=C(C[n+]1cc(Br)cc(Br)c1)c1cccc([N+](=O)[O-])c1	?	?	-6%	4	-5	?
O=C(Nc1cc(S(=O)(=O)N2CCOCC2)ccc1N1CCOCC1)c1ccccc1F	?	.	0%	.	.	?
O=C(CCN1CCN(C/C=C/c2ccccc2)CC1)Nc1ccccc1F	?	?	-5%	-4	-6	?
COc1cccc(OC)c1C(=O)NC(=S)Nc1ccc(N2CCOCC2)c(Cl)c1	15µM*	-11%	-20%	-1	44	?
Cc1cc([N+](=O)[O-])nn1CC(=O)N1CCCc2ccccc21	14%	-7%	20%	14	18	?
CCc1ccccc1NC(=O)Cn1nnc(-c2cccnc2)n1	3%	0%	9%	-9	-18	-5%
COc1ccc(C(=O)/C=C2/Sc3cc4c(cc3N2C)OCO4)cc1	28%	5%	?	1	-11	2.1µM*
CN(C)c1ccc(/C=c2\sc3nc(-c4ccccc4)nn3c2=O)cc1	0%	1%	.	-2	-13	4%
Cc1ccc(NC(=O)CSc2nnc(-c3cccs3)n2Cc2ccco2)cc1	45%[activator]	-2%	?	-1	-9	39%[activator]
Cc1ccc(CNC(=O)[C@@H](NC(=O)Cc2ccccc2)C(C)C)cc1	-2%	3%	0%	4	-12	38%[activator]
CCOC(=O)C1CSc2[nH]c(=O)sc2C1c1ccccc1 (stereo unspecified)	.	-7%	12%	-7	-15	31%[activator]
COc1ccc(/C=C2/SC(=O)N(CCCCCC(=O)Nc3ccccc3C(=O)O)C2=S)cc1	?	12%	8%	-7	-18	1%

Compound activity as filed in PubChem.
